ROMK primary: ROMK potassium channel modulators, primary screen, cell-based, thallium flux, MLSMR library; ATP-sensitive inward rectifier potassium channel 1 (Homo sapiens), P48048; Tet-inducible ROMK, thallium flux fluorescence; actives lie on both sides; B-score at 10 µM; 2% of 130,000 active; AID 1918, 2009;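 active means signal ratio slope over the read window, or its plate-corrected B-score, at least 3 SD from the plate mean, either direction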;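 further: B-score of the F/F0 ratio slope over 7 to 12 s after thallium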
Target sequence (P48048 whole entry, looked up): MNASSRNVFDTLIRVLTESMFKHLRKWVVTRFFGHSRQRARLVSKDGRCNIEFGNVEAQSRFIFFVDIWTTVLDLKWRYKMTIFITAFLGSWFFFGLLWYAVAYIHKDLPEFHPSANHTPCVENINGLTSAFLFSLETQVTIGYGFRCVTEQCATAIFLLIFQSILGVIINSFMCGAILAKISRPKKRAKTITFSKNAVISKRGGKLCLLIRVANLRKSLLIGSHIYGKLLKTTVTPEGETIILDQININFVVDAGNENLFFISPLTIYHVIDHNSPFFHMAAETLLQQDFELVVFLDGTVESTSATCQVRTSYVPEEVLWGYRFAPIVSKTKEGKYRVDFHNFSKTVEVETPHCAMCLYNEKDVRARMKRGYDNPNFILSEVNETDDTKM
STAT3 activator: IL-6 driven STAT3 reporter potentiators, primary screen, U3A cells, luciferase, luminescence, MLSCN library. activation (% of control), % at 5.6 µM. IL-6 STAT3-luciferase reporter; 100% = signal with IL-6 EC80 alone. 0.91% of 190,000 active;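 active means activation above the screen-wide mean of compound activation plus 3 SD, cut at about 130% in these data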;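 further: 0% = background luminescence of wells with medium and substrate only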
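Material: human U3A cells carrying STAT3-luciferase construct. Measured by: reporter luminescence signal. Timing: compound 1 h, then IL-6 6 h at 37 °C.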
PPARg SRC-3 ag: PPARgamma agonists recruiting SRC-3 coactivator, primary screen, biochemical. Peroxisome proliferator-activated receptor gamma (Homo sapiens), P37231. biochemical PPARgamma/SRC-3 coactivator recruitment assay. activation, % at 8 µM. 0.26% of 200,000 active; in the data active means activation above about 23%;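 further: 0% = DMSO and 100% = reference agonist; some compounds past the cut are filed as inactive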
Target sequence (P37231 whole entry, looked up): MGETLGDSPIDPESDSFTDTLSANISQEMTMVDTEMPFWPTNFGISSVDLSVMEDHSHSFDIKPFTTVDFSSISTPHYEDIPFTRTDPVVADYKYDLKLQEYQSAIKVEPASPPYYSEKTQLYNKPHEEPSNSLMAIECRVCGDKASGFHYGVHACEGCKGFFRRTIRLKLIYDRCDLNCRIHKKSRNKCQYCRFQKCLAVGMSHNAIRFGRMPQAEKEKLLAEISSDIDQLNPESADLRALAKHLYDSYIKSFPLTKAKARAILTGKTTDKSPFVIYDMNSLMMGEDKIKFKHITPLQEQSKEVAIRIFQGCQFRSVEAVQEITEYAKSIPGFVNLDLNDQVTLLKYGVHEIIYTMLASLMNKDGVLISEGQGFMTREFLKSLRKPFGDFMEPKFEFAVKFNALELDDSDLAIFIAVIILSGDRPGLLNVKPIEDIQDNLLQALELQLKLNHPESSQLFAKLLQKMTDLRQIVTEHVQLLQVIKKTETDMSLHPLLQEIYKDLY
S1P3 antag: S1P3 receptor antagonists, primary screen, cell-based | CHO S1P3 NFAT-BLA reporter, FRET fluorescence, antagonist mode | inhibition, % at 4.98 µM | 0.27% of 170,000 active | AID 485, 2006;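 active means inhibition above the plate cutoff, the mean inhibition of test wells on that plate plus 3 SD, cut at about 28% in these data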;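 further: cells challenged with S1P at its EC80 of 0.8 µM; blue over green emission ratio from cleaved BLA substrate after 4 h stimulation; 0% = S1P-stimulated wells and 100% = unstimulated DMSO-only wells; some compounds past the cut are filed as inactive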
STAT1 inh: STAT1 signaling inhibitors, primary screen, cell-based, HTS, luciferase reporter. NIH 3T3 STAT1-luciferase reporter, IFN-gamma, luminescence. 0.35% of 200,000 active. inhibition, % at 5.5 µM. AID 920, 2007;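 active means inhibition above a set limit, the mean inhibition across all tested compounds plus 3 SD, cut at about 34% in these data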;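 further: 0% = IFN-gamma with DMSO and 100% = IFN-gamma with 300 µM nifuroxazide; values of inactives mirror those of a sister screen read the other way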
TR-FRET SRC-2 ct: TR-FRET signal artefacts, primary screen, artefact control for PPARgamma SRC-2 agonist project, biochemical; 0.4% of 200,000 active; TR-FRET artefact counter-screen; stronger effect = higher value; TR-FRET ratio at 8 µM; in the data active means TR-FRET ratio above about 2000; further: inactives centre near 1500
RAM inhibit: inhibitors of the yeast RAM network, primary screen, dse1pr::URA3 reporter, 5-FOA selection | S. cerevisiae dse1pr::URA3 reporter, 5-FOA growth OD615, 2 d; analog-sensitive cbk1-as2 kinase mutant strain | inhibition, % at 50 µM | 1.8% of 190,000 active | AID 868, 2007;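 active means inhibition above a set limit, 3 SD over mean compound inhibition, cut at about 8.4% in these data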;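 further: 0% = DMSO-only wells with no growth and 100% = 10 µM 1-NA-PP1 full growth; inhibition rescues growth on 5-FOA so higher OD means more RAM inhibition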
TLR4-MyD88 BLA: inhibitors of TLR4-MyD88 association in cells, primary screen, cell-based, HeLa CL3-4, BLA complementation, FRET ratio; Toll-like receptor 4 (Homo sapiens) + Myeloid differentiation primary response protein …; HeLa CL3-4 TLR4/MyD88 BLA complementation; inhibition, % at 8.4 µM; 0.18% of 200,000 active; AID 861, 2007; in the data active means inhibition above about 25%;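 further: 0% = vehicle and 100% = reference inhibitor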
PPARg SRC1 recr: PPARgamma agonists recruiting SRC-1 coactivator, primary screen, biochemical; Peroxisome proliferator-activated receptor gamma (Homo sapiens), P37231; PPARgamma-SRC-1 coactivator recruitment biochemical assay; activation, % at 8 µM; 0.41% of 200,000 active; AID 631, 2007; in the data active means activation above about 19%;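 further: 0% = DMSO and 100% = reference agonist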
PPARg SRC-2 ag: agonists of PPARg-SRC-2 recruitment, primary screen, biochemical, HTS | Peroxisome proliferator-activated receptor gamma (Homo sapiens), P37231 | PPARgamma LBD-SRC-2 recruitment | activation, % at 8 µM | 0.34% of 200,000 active; in the data active means activation above about 22%;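 further: 0% = vehicle and 100% = reference agonist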
STAT3 blocker: IL-6 driven STAT3 reporter inhibitors, primary screen, U3A cells, luciferase, luminescence, MLSCN library. IL-6 STAT3-luciferase reporter; host cell line lacks STAT1. inhibition, % at 5.5 µM. 0.89% of 190,000 active;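 active means inhibition above the mean inhibition across all screened compounds plus 3 SD, cut at about 44% in these data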;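 further: 0% = DMSO only wells and 100% = 100 µM nifuroxazide control wells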
* = called active by the depositor; . = not tested or not shown.

SMILES	ROMK primary	STAT3 activator	PPARg SRC-3 ag	S1P3 antag	STAT1 inh	TR-FRET SRC-2 ct	RAM inhibit	TLR4-MyD88 BLA	PPARg SRC1 recr	PPARg SRC-2 ag	STAT3 blocker
Cc1ccc(NC(=O)COC(=O)CSC(=S)N2CCOCC2)cc1C	-0.34	97	6	1	1	1564	0.4	-6	4	4	6
C=C(C)CNC(=O)c1ccc(OC2CCN(S(=O)(=O)N(C)C)CC2)cc1	0.061	97	1	-8	-6	1670	2.0	-4	5	4	8
O=C(Nc1cccs1)Nc1c(F)cc(F)cc1Br	.	99	1	-8	14	1626	2.2	0	-4	1	1
COC(=O)c1[nH]c2ccc(C)cc2c1NC(=O)C1=COCCO1	.	98	2	2	-7	1562	0.0	-4	7	6	12
CC(C)CC(N)c1cn([C@@H](CCC(=O)O)C(=O)N2CCNCC2)nn1 (some centres not stated)	.	.	1	3	-1	1522	-0.6	-2	-2	2	.
O=C(c1cc(S(=O)(=O)N2CCCCC2)ccc1N1CCOCC1)N1CCN(Cc2ccccc2)CC1	0.54	106	0	-16	6	1720	0.5	-3	4	7	-6
CNc1ncc(C(=O)c2ccc(Br)cc2)s1	-0.44	98	5	-3	-43	1488	1.2	-1	4	6	2
Cc1cc(NC(=O)NC(C(F)(F)F)C(F)(F)F)no1	0.31	102	1	-17	-6	1690	3.3	-12	10	6	3
Cc1ccc(NC(=O)CSc2n[nH]c(-c3ccco3)n2)c(C)c1	0.39	107	2	6	-7	1611	-0.2	2	7	0	-7
Cc1ccccc1NC(=O)COC(=O)C1(C)CC1(Cl)Cl (configuration not stated)	0.51	101	-7	-26	0	1578	-0.5	-9	-2	-7	1
CCOc1ccc(NC(=O)Nc2ccc(NC(C)=O)cc2)cc1	0.3	101	-1	-12	0	1699	6.1	-8	9	-5	2
Cc1cc(-c2csc(NC(=O)c3ccc(=O)n(C)n3)n2)c(C)n1CC1CCCO1 (configuration not stated)	-0.068	100	-11	-25	14	1387	0.1	-6	-2	-4	4
COC(=O)Cc1ccc(NC(=S)NCc2ccc(F)cc2)cc1	.	93	-4	-5	1	1417	-0.9	-2	-2	-6	3
O=C(N/N=C/c1ccncc1)c1ccc(NC(=O)c2ccc(Cl)cc2)cc1	-0.93	99	0	-23	4	1693	2.3	-8	5	-1	3
Cc1ccc(NC(=S)Nc2cc(C(=O)O)ccc2N2CC3CC(C2)c2cccc(=O)n2C3)cc1C (configuration not stated)	-0.035	88	6	-3	-9	1751	2.8	1	11	2	23
Nc1ccc(Cl)c(-c2nc3ncccc3o2)c1	0.098	91	-6	23	-3	1493	0.5	1	-7	-2	18
CC1(C)OCC(COC(=O)Nc2cccnc2)([N+](=O)[O-])CO1	0.11	100	-2	-10	-2	1669	2.1	3	-3	0	8
CCCc1cc(C(=O)N2CCN(C(c3ccccc3)c3ccccc3)CC2)no1	.	111	2	-13	12	1474	0.2	-7	4	0	-13
O=c1c2c3c(sc2n2c(=S)[nH]nc2n1Cc1ccccc1)CN(Cc1ccccc1)CC3	0.59	101	7	.	12	1644	.	20	3	5	2
O=C(CCN1C(=O)COc2ccccc21)NCCN1CCN(c2cccc(Cl)c2)CC1	.	90	-10	-58	10	1386	1.8	12	-12	-1	15
N#CCCN(Cc1cccnc1)C(=O)c1ccc(S(=O)(=O)N2CCOCC2)cc1	-0.85	102	-5	-2	1	1667	2.0	2	11	-4	3
Cc1nn(-c2ccccc2)c(Cl)c1/C=N\NC(=O)c1cncc(Br)c1	.	96	-4	4	-7	1505	1.4	-3	-1	5	0
COc1ccc(NC(=O)CSc2c(C)n[nH]c2C)cc1	.	98	0	.	1	1665	1.4	-14	3	4	4
COc1ccc(S(=O)(=O)N(C)c2ccc(C(=O)N3CCC(C(N)=O)CC3)cc2)cc1	0.0083	107	-4	-13	-3	1332	0.9	7	-1	6	-6
O=C(CSc1nnc2c(n1)[nH]c1ccccc12)Nc1ccc2c(c1)OCO2	0.97	92	4	.	0	1550	3.3	6	3	10	15
c1ccc(Oc2ccc(-c3ccnc4nc(N5CCN(c6ccccc6)CC5)nn34)cc2)cc1	.	99	7	.	-4	1617	6.4	2	4	3	3
C/C(CC(=O)Nc1ccc(Cl)c(Cl)c1)=N\NC(=O)Cc1ccccc1	-1.3	97	2	0	-1	1498	1.5	-11	-1	-3	2
CC(=O)c1ccc(NC(=S)N2C(C)CCCC2C)cc1 (configuration not stated)	.	89	3	.	0	1476	1.4	9	-4	-3	15
Cc1cc(NC(=O)CSc2ccc(-c3ccc4c(c3)OCO4)nn2)no1	0.19	107	3	-18	-1	1486	2.1	4	-4	0	-2
COC(=O)c1ccc(CSc2nc3ccc(C)cc3[nH]2)o1	0.074	103	-5	.	1	1423	0.7	2	7	12	-5
CN1CCN(c2ccc(Cl)cc2NS(=O)(=O)c2ccccc2Cl)CC1	.	98	3	-11	6	1651	1.4	-9	3	-1	6
COc1ccc(C(=O)NNC(=O)c2ccc(S(=O)(=O)N3CCCCC3)cc2)cc1	0.54	97	5	1	6	1413	0.5	9	-4	0	10
COCCOC(=O)c1c(C)n(C)c2ccc(OC(=O)c3cccs3)cc12	.	99	5	5	4	1546	5.8	14	1	0	6
CC(=O)Nc1ccc(OC(=O)c2ccc(Cl)cc2)cc1	-0.31	98	2	-6	6	1504	0.4	-2	3	-3	6
COC(=O)c1c(NC(=O)CN2CCC3(O)CCCCC3C2c2ccc(OC)cc2OC)sc(C)c1C (configuration not stated)	-0.82	101	-5	14	14	1494	-0.1	-12	6	0	0
O=c1c([N+](=O)[O-])c(NCCN2CCCCCC2)c2ccccc2n1-c1ccccc1	-0.36	106	0	-10	3	1640	1.4	-10	2	4	-7
Cc1cc(C)cc(C(=O)Nc2ccc3[nH]c(=O)[nH]c3c2)c1	0.54	99	2	-9	1	1689	5.1	-10	12	12	6
COc1ccc(C2c3sc(=O)[nH]c3SC3C(=O)N(c4ccccc4)C(=O)C32)cc1 (configuration not stated)	.	97	-13	-21	2	1587	1.3	-8	-4	-3	9
COC(=O)c1cc(NS(=O)(=O)c2ccc3c(c2)CCC(=O)N3)cc(C(=O)OC)c1	.	110	-5	-45	0	1625	3.4	2	-4	-2	-8
COc1ccc(N2C(=O)C(CN3CCCCC3)C2c2ccccc2)cc1 (configuration not stated)	-1.1	108	2	-18	3	1606	0.5	-9	2	-4	-8
CC1(C)Cc2c(c(N3CCOCC3)nc3sc4c(NN)ncnc4c23)CS1	.	101	-7	.	0	1436	5.0	0	2	2	0
COc1ccc(Cl)cc1-c1nc(N)nc(N(C)C)n1	-0.023	101	0	-2	10	1637	0.3	-14	8	2	-4
CCOC(=O)c1sc2nc(C3CC3)cc(-c3ccc(F)cc3)c2c1N	0.094	95	11	.	6	1648	1.0	24	6	16	14
O=C(NCc1n[nH]c(=S)n1-c1ccccc1)c1cccs1	0.022	97	3	7	-1	1731	0.5	11	-4	-1	15
Cc1cc(C(=O)CCl)c(C)n1CCc1ccccc1	-2.1	117	2	-19	13	1489	0.1	21	-2	6	-19
COC(=O)c1cc(OC)c(OC)cc1NC(=O)c1cnccn1	.	104	7	-18	5	1460	-0.6	-12	5	5	-4
COCCn1nnnc1C(c1cc2cccc(C)c2[nH]c1=O)N1CCN(c2ccccc2F)CC1 (configuration not stated)	-0.013	109	12	-7	2	1523	1.0	0	-2	4	-6
Cc1ccc(NC(=O)Cn2nc(-c3ccccc3Cl)ccc2=O)c(Br)c1	-0.12	99	5	1	1	1580	1.4	-4	1	1	3
CC(=O)c1ccc(NC(=S)NCCc2ccc(S(N)(=O)=O)cc2)cc1	-0.35	101	-2	-8	-19	1854	3.0	-11	3	13	5
CCOc1ccccc1N1CC(C(=O)Nc2ccc3c(c2)OCCO3)CC1=O (configuration not stated)	-0.67	107	2	-17	2	1578	1.5	15	-7	-1	-5
COC(OC)c1ccnc(-c2ccc(OC(C)=O)cc2)n1	0.56	97	4	0	-10	1485	0.9	-15	5	2	6
CC1CCCN(Cc2nc(Cc3ccccc3Cl)no2)C1 (configuration not stated)	0.55	103	7	1	-6	1560	1.4	-10	7	10	1
COc1ccc([N+](=O)[O-])cc1NC(=O)COC(=O)/C=C/c1ccco1	-0.67	97	2	-11	-5	1467	4.1	8	4	3	4
Cc1ccccc1-n1c(C)nnc1SCc1cc(=O)oc2ccc3ccccc3c12	.	102	5	13	12	1555	0.0	17	-3	-2	-3
Cc1cc(C)nc(NC(=S)Nc2cccc(Cl)c2Cl)c1	-1.2	80	3	11	-14	1537	6.4	-18	0	-4	31
CC(=O)c1cc2c(cc1NC(=O)CCc1ccccc1)OCO2	-0.74	84	9	11	-9	1646	5.9	-2	11	10	20
CSc1ccc(/C=C(\C#N)C(=O)Nc2cccc(C)c2)cc1	.	100	4	-3	5	1580	1.2	-15	8	-6	5
CC1(C)CC(=O)C(C=NCCc2ccc(S(N)(=O)=O)cc2)=C(O)C1	.	96	6	14	14	1532	-0.2	7	7	4	4
CC1S/C(=C(\C#N)C(N)=O)N(c2ccc(F)cc2)C1=O (configuration not stated)	.	110	1	-6	-5	1573	0.5	-3	0	14	-5
Cc1ccc(SC(=O)COc2ccc(C)c(C)c2)cc1	.	103	-2	.	-2	1659	0.4	-2	8	-6	0

The results go on.
SMILES	ROMK primary	STAT3 activator	PPARg SRC-3 ag	S1P3 antag	STAT1 inh	TR-FRET SRC-2 ct	RAM inhibit	TLR4-MyD88 BLA	PPARg SRC1 recr	PPARg SRC-2 ag	STAT3 blocker
CCOc1ncccc1C(=O)N(C)CC(=O)Nc1ccccc1SC	.	109	0	-21	6	1555	0.6	-17	-7	-3	-15
C/C(=N\NC(=O)c1ccc(CN2CCOCC2)cc1)c1ccc([N+](=O)[O-])cc1	-0.58	94	0	-3	1	1474	-0.4	6	-5	-6	8
Cn1c(=O)[nH]c(=O)c2c1nc(CN1CCN(c3cccc(Cl)c3)CC1)n2CCN1CCOCC1	1.1	97	-4	11	8	1400	0.1	-2	-2	5	12
Cc1ccc(-n2c(SCC(=O)NC3CCS(=O)(=O)C3)nc3ccccc3c2=O)cc1 (configuration not stated)	-0.15	100	-1	-16	6	1494	1.4	0	-1	4	-1
CC(=O)Nc1ccc(S(=O)(=O)N(C)c2ccc(OCC(=O)OCC(=O)N3CCCCC3)cc2)cc1	0.71	110	1	0	-3	1507	0.3	-4	8	0	-6

Source: PubChem BioAssay (several laboratories)
